LmPK inhibitor: LmPK (Leishmania mexicana) enzyme inhibition; Q27686; purified LmPK, Kinase-Glo ATP luminescence, 1 h; Potency, µM (titrated, usually from 57.5 µM), for the others: at the top dose activity change, negative = inhibition, hits mostly inhibitors; actives 0.37% (n = 290,000); further: potency means the concentration at half of the fitted maximal effect; on the % scale 0 is the no-effect control and ±100 the full control effect
Target sequence (Q27686 whole entry, looked up): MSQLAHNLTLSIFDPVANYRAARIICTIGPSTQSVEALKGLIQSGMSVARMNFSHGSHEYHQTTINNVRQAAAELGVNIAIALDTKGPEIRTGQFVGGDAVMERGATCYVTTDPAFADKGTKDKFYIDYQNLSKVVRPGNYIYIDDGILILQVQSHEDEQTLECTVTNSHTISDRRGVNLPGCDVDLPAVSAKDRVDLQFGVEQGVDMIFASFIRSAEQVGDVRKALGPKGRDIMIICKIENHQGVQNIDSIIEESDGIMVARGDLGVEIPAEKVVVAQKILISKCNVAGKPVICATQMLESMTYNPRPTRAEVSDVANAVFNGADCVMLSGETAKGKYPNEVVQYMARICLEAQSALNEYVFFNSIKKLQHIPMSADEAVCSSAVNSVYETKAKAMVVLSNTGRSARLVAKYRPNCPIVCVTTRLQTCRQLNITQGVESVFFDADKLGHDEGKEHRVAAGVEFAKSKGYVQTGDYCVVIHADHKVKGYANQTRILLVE
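Kinase-Glo luminescence read after 1 h RT reaction of 0.1 nM LmPK with 0.5 mM PEP and 0.1 mM ADP. Activity scaled between uninhibited and enzyme-free controls.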
AMA1-RON2 inh: inhibitors of Plasmodium falciparum AMA1-RON2 interaction; AlphaScreen AMA1-biotinylated RON2 peptide binding; Potency, µM (top dose mostly 58.2 µM), for the others: top-dose activity change, negative = inhibition, hits mostly inhibitors; actives 0.2% (n = 360,000); AID 720542;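 further: potency means the concentration at half of the fitted maximal effect; 0% = vehicle wells and -100% = peptide control; nearly all actives have a fitted effect of over 45% in size; some results filed as inactive show a strong effect at the top dose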
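AMA1 (3D7) with his tag at 25 nM final met compounds first, then biotinylated RON2 peptide at 25 nM; detection used donor plus acceptor beads, 10 µg/mL apiece, read by AlphaScreen after 30 min at room temperature.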
TbPYK inhibitor: inhibitors of Trypanosoma brucei pyruvate kinase; Q57TT1; TbPYK enzyme, Kinase-Glo Plus ATP luminescence, 45 min; Potency, µM (highest dose often 76.8 µM), for inactives: at the highest dose activity, negative = inhibition, hits mostly inhibitors; actives 0.12% (n = 410,000); AID 624173; further: potency means the concentration at half of the fitted maximal effect; on the % scale 0 is the no-effect control and ±100 the full control effect; nearly all actives have a fitted effect of over 50% in size
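ADP (130 uM final) triggers the TbPYK reaction after compound addition; incubation is 45 min at room temperature. Kinase-Glo Plus is then added and luminescence imaged. Normalized data are fitted to concentration-effect curves.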
Pf growth 48h: inhibits P. falciparum growth in the first generation, 48 h; P. falciparum luciferase growth in erythrocytes, 48 h; Potency, µM (highest dose often 28.7 µM), without a hit: top-dose activity change, negative = inhibition, actives largely listed as inhibitors; actives 5.9% (n = 310,000); AID 504832; further: potency means the concentration at half of the fitted maximal effect; on the % scale 0 is the no-effect control and ±100 the full control effect
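First compound was added to culture medium, then infected red cells at 0.1% parasitemia and 2% hematocrit (final). After incubation at 37 C under 5% CO2, luciferase detection reagent was dispensed and light output recorded.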
CHX counter: counter-screen hit for Shiga toxin inhibitors, cycloheximide; cell reporter, cycloheximide protein synthesis inhibition counterscreen; max response, %; actives 12% (n = 300,000); in the data active means max response mostly above about 13%, no sharp cut-off; inactive means mostly below about 14%; further: read at 38.3 µM for the half of the compounds with a filed dose; 0% is about no effect
Pf growth 96h: P. falciparum growth inhibition at 96 hour, primary screen for plastid delayed-death inhibitors | actives 6.9% (n = 320,000) | P. falciparum luciferase reporter growth, 96 h | Potency, µM (top dose mostly 28.7 µM), for inactives: top-dose activity change, negative = inhibition, actives largely listed as inhibitors; further: potency means the concentration at half of the fitted maximal effect; on the % scale 0 is the no-effect control and ±100 the full control effect
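Readout is luminescence from an integrated firefly luciferase in P. falciparum. Red cells, 2% hematocrit and 0.05% parasitemia final, were cultured with compound through two parasite generations (96 hours) at 37 C, 5% CO2.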
Shiga toxin inh: blocks Shiga toxin action in Vero cells | Vero cells, Shiga toxin protein synthesis inhibition reporter | inhibition, % at 38.7 µM | actives 9.2% (n = 290,000) | AID 2315; in the data active means inhibition mostly above about 28%, no sharp cut-off; inactive means mostly below about 43%; further: 0% is about no effect
* = called active by the depositor; ? = inconclusive; nt = not tested or not shown; [ ] = dose if it differs, or a comment. Unless noted, the call rests on the fitted dose curve; in most records, active means well fitted curve in the direction sought with a large enough effect; inconclusive means small, poorly fitted or top-dose-only effect, or another doubt; inactive means no such curve, though single readings can be large; an effect the other way counts as inactive or inconclusive.

Value order – LmPK inhibitor, AMA1-RON2 inh, TbPYK inhibitor, Pf growth 48h, CHX counter, Pf growth 96h, Shiga toxin inh
CCc1sc(/C=C(/C#N)C(N)=S)cc1[N+](=O)[O-]
  -16%, 71%[activator], -12%, 40%[activator], 5, ?, 29
O=C(COc1ccc(Cl)cc1)Nc1ccccc1C(=O)NCc1cccnc1
  -6%, -2%, 1%, ?, -3, ?, 14
CCOc1ccc(CC(=O)Nc2ccc(S(=O)(=O)N3CCCC3)cc2)cc1
  -3%, -2%, -8%, -6%, 7, -16%, -5
COC(=O)c1ccc(Oc2cc(C)nc(Cl)n2)cc1
  5%, 11%, -3%, 26%, 6, 24%, 18
Nc1c(C(=O)CSc2nnc(Nc3ccc(F)cc3)s2)c(=O)[nH]c(=O)n1C1CC1
  nt, -7%, 3%, ?, nt, 21%, nt
COc1ccc(-c2n[nH]c(=S)n2-c2ccc(C)cc2)cc1OC
  14µM*, 73%[activator], 5µM*, 0%, -1, ?, 13
COCc1[nH]c(=S)c(C#N)cc1C(=O)OC
  21%, 36%[activator], ?, -9%, -4, ?, 7
O=C(NNC(=S)Nc1ccc(Br)cc1)c1ccc(N2CCOCC2)c([N+](=O)[O-])c1
  2%, 28%, 1%, 22%, 1, 62%[activator], 11
CCCCn1c(=O)[nH]c(=O)c2c1ncn2Cc1ccco1
  4%, -8%, 8%, nt, -2, ?, -7
O=C(CCNc1ccc(F)cc1)c1cc2ccccc2o1
  -2%, ?, 0%, 2%, 2, -27%, 10
COc1ccc(CCn2c(-c3ccc(Cl)cc3)n[nH]c2=S)cc1OC
  1%, 13%, ?, -1%, 1, 0%, -9
CC(C)CNC(=O)COC(=O)c1ccc(F)cc1Cl
  -2%, -2%, 1%, 14%, 28*, 17%, 52*
COc1ccc2c(=O)c3c(=O)n(Cc4ccco4)c(-c4cc(OC)c(OC)c(OC)c4)nc3oc2c1
  -3%, -2%, 5%, 1.9µM*, 1, 1.7µM*, 14
O=C(O)c1cccc(S(=O)(=O)Nc2ccc3oc(=O)sc3c2)c1
  1%, -14%, -27%, 7%, -3, 44%, -7
Nc1cc(=O)[nH]c(SCC(=O)c2ccc(F)cc2)n1
  -1%, 10%, -9%, nt, -1, ?, -8

5 of these compounds, set out differently:
canonical_smiles | LmPK inhibitor | AMA1-RON2 inh | TbPYK inhibitor | Pf growth 48h | CHX counter | Pf growth 96h | Shiga toxin inh
O=C(COc1ccc(Cl)cc1)Nc1ccccc1C(=O)NCc1cccnc1 | -6% | -2% | 1% | ? | -3 | ? | 14
CCOc1ccc(CC(=O)Nc2ccc(S(=O)(=O)N3CCCC3)cc2)cc1 | -3% | -2% | -8% | -6% | 7 | -16% | -5
COC(=O)c1ccc(Oc2cc(C)nc(Cl)n2)cc1 | 5% | 11% | -3% | 26% | 6 | 24% | 18
Nc1c(C(=O)CSc2nnc(Nc3ccc(F)cc3)s2)c(=O)[nH]c(=O)n1C1CC1 | nt | -7% | 3% | ? | nt | 21% | nt
COc1ccc(-c2n[nH]c(=S)n2-c2ccc(C)cc2)cc1OC | 14µM* | 73%[activator] | 5µM* | 0% | -1 | ? | 13

New compounds follow:
Value order – LmPK inhibitor, AMA1-RON2 inh, TbPYK inhibitor, Pf growth 48h, CHX counter, Pf growth 96h, Shiga toxin inh
O=C(Nc1cc(C(=O)Nc2ccccc2C(=O)O)cc(C(=O)Nc2ccccc2C(=O)O)c1)c1ccccc1
  -6%, -16%, 0%, 9%, -2, ?, -13
CCCN(Cc1ccccc1)C(=S)Nc1ccc(OC(F)F)cc1
  0%, 5%, 5%, 3%, 5, 7%, -3
O=C(Nc1nc(=S)ss1)c1c(F)cccc1F
  8%, 18%, 0%, 61%[activator], -3, 46%[activator], 6
Nn1c(SCc2cccc(Oc3ccccc3)c2)nnc1C(F)(F)F
  -1%, 20%, -18%, 3%, 0, 0%, 20
Cn1c(CN2CCCCC2)nc2cc(NS(=O)(=O)c3ccc(F)cc3)ccc21
  13%, 6%, -4%, -8%, -2, ?, -24
Cc1ccccc1OCCn1c(=S)[nH]c2ccccc21
  -8%, 73%[activator], ?, ?, -2, 3%, -5
Cc1cccc(NC(=O)c2sc3nc4c(c(-c5cccs5)c3c2N)CN(C)CC4)c1
  -14%, -6%, -25%, nt, -5, ?, -14
O=c1nc2cccc3c2=c(/c1=C(\O)c1ccccc1)c1ccccc1c3=O
  -1%, -6%, -8%, 8%, 4, -19%, -11
C/C(=N\NC(=O)c1c(C)nc2ccccn12)c1ccccc1F
  2%, 13%, 0%, -3%, 6, 2%, 15
CCOC(=O)Cn1ncn(-c2ccc(OC(F)(F)F)cc2)c1=O
  4%, 39%[activator], 0%, 27%, -3, ?, 7
CCOc1ccc(NCc2nnc(SCc3ccccc3Cl)n2-c2ccccc2)cc1
  1%, 27µM*, -1%, ?, -5, 346%[activator], -2
CCCCn1c(N)c(N(CC(C)C)C(=O)c2oc3ccc(OC)cc3c2C)c(=O)[nH]c1=O
  nt, -1%, 4%, ?, nt, 1%, nt
Cc1ccc(S(=O)(=O)N(C)Cc2ccc(C(=O)N/N=C3\CC(=O)CC(C)(C)C3)cc2)cc1
  -1%, 16%, -10%, ?, -2, ?, -2
CCOC(=O)CSc1nnc2c3ccccc3n(CC)c2n1
  -1%, 4%, 1%, 8%, -1, ?, -16
Cc1ccc(S(=O)(=O)N(C)c2ccc(C(=O)Nc3cccnc3)cc2)cc1
  -4%, -2%, 3%, -18%, 1, 10µM*, -16

Just Pf growth 96h, Shiga toxin inh and LmPK inhibitor (2 entries from above):
Molecule	Pf growth 96h	Shiga toxin inh	LmPK inhibitor
Cc1cccc(NC(=O)c2sc3nc4c(c(-c5cccs5)c3c2N)CN(C)CC4)c1	?	-14	-14%
O=c1nc2cccc3c2=c(/c1=C(\O)c1ccccc1)c1ccccc1c3=O	-19%	-11	-1%

Additional results.
Screens by letter – A = LmPK inhibitor; B = AMA1-RON2 inh; C = TbPYK inhibitor; D = Pf growth 48h; E = CHX counter; F = Pf growth 96h; G = Shiga toxin inh
mol: NS(=O)(=O)c1ccc(NC(=O)CN2CCN(S(=O)(=O)/C=C/c3ccccc3)CC2)cc1
  A: 3%	B: -8%	C: 0%	D: -21%	E: -2	F: 7%	G: 13

mol: COc1ccc(CCNC2CC(C)N(C)CC2C)cc1OC (configuration not stated)
  A: 0%	B: -10%	C: 10%	D: 2%	E: 1	F: ?	G: -7

mol: C=CCn1c(SC(C)C(=O)NC2(C#N)CCCCC2)nnc1-c1ccc(OC)cc1 (configuration not stated)
  A: 2%	B: -20%	C: nt	D: -24%	E: -3	F: ?	G: -10

mol: Cc1nc2c(c(=O)n1CCC1=CCCCC1)c1nc3ccccc3nc1n2/N=C/c1ccco1
  A: 4%	B: -20%	C: -5%	D: 10µM*	E: 9	F: 9.3µM*	G: 54

mol: CCc1nc(N)c(C#N)c(-c2ccc(O)c(OC)c2)c1C
  A: -4%	B: -8%	C: 6%	D: -15%	E: -2	F: 26%	G: -1

mol: CCCN(CC(=O)Nc1ccccc1C)C(=O)CC(NC(=O)c1ccccc1)c1ccccc1 (configuration not stated)
  A: nt	B: -2%	C: 8%	D: ?	E: nt	F: ?	G: nt

mol: COCCNC(=O)c1ccc2c(=O)n(Cc3ccco3)c(SCC(=O)NC3CCCCC3)nc2c1
  A: 1%	B: 4%	C: nt	D: 0%	E: -2	F: ?	G: -15

mol: Cc1ccc(C(=O)/C=C/c2ccc(-c3ccccc3[N+](=O)[O-])o2)cc1
  A: -3%	B: ?	C: -15%	D: 6%	E: -1	F: 17%	G: -4

mol: CCCN1CCN(C(=O)C2CCN(S(=O)(=O)c3c(C)noc3/C=C/c3ccc(C)cc3)CC2)CC1
  A: -2%	B: -3%	C: -3%	D: ?	E: -9	F: ?	G: -6

mol: O=C(NCCCN1CCCC1=O)c1ccc2c(=O)n(-c3ccccc3F)c(=S)[nH]c2c1
  A: -9%	B: 2%	C: -13%	D: -12%	E: 8	F: ?	G: 28

mol: CC(NC(=O)c1ccc(Br)o1)C1CCCO1 (configuration not stated)
  A: -9%	B: 3%	C: 3%	D: 1%	E: -3	F: 53%[activator]	G: 8

mol: O=C1NC(c2ccc(Cl)c([N+](=O)[O-])c2)Nc2ccccc21 (configuration not stated)
  A: -1%	B: 0%	C: -15%	D: ?	E: 0	F: ?	G: -8

mol: CCCCNC(=O)c1ccc2c(SCC(=O)O)c3c(nc2c1)CCCC3
  A: 2%	B: -15%	C: 5%	D: 0%	E: -4	F: ?	G: 1

mol: CSc1ccc(S(=O)(=O)NCC(=O)OCC(=O)N2CC(C)CC(C)C2)cc1[N+](=O)[O-] (configuration not stated)
  A: nt	B: -25%	C: 5%	D: 9%	E: nt	F: 16%	G: nt

mol: CCOC(=O)c1ccc2c(c1)N(CC)C(=O)c1ccccc1S2
  A: -2%	B: 0%	C: -1%	D: 2%[0.00184 µM]	E: 1	F: 0%	G: -11

mol: O=C(OCCN1CCCCC1)c1cccc(Cl)c1
  A: -3%	B: 2%	C: -3%	D: 15%	E: 0	F: -10%	G: -17

mol: Cc1ccccc1-n1nnnc1SC(C)C(=O)NC1CCCc2ccccc21 (configuration not stated)
  A: 5%	B: -4%	C: -3%	D: ?	E: -2	F: ?	G: -8

mol: O=C(CN1CCN(Cc2ccccc2)CC1)Nc1ccc([N+](=O)[O-])cc1C(=O)Nc1ccccc1F
  A: 0%	B: -17%	C: -3%	D: 10µM*	E: 0	F: ?	G: -11

mol: N#Cc1ccc(OCC(=O)NNC(=S)NC2CCCCC2)cc1
  A: nt	B: 109%[activator]	C: -4%	D: -8%	E: nt	F: -18%	G: nt

mol: CC1(C)CC(=O)N(CC(=O)NCc2ccc(F)cc2)c2ccccc2S1(=O)=O
  A: -2%	B: -1%	C: -4%	D: nt	E: -7	F: -4%	G: -20

mol: COCCCNC(=S)NNC(=O)c1cc(Cl)c(O)c(Cl)c1
  A: 4%	B: 150%[activator]	C: 2%	D: 18%	E: -2	F: 40%[activator]	G: -1

mol: Cc1c(NC(=O)CSc2ccc3ccccc3n2)c(=O)n(-c2ccccc2)n1C
  A: nt	B: -4%	C: -8%	D: 1%	E: nt	F: -5%	G: nt

mol: Cc1cccc(N2CCN(C(=O)CCC(=O)N3CCOc4ccc(Cl)cc43)CC2C)c1 (configuration not stated)
  A: -2%	B: -29%	C: 1%	D: -6%	E: -2	F: 9.3µM*	G: 1

mol: COc1ccc(S(=O)(=O)c2c[nH]c(=S)[nH]c2=O)cc1Cl
  A: 2%	B: 62%[activator]	C: 2%	D: 28%	E: -4	F: 37%[activator]	G: -4

mol: COc1ccc(SCC(=O)Nc2ccc(N3CCN(C)CC3)c(F)c2)cc1
  A: -3%	B: -4%	C: -22%	D: ?	E: 5	F: -17%	G: 19

Looked up above:
For LmPK inhibitor, CCc1nc(N)c(C#N)c(-c2ccc(O)c(OC)c2)c1C shows -4%
For Pf growth 48h, COc1ccc(CCNC2CC(C)N(C)CC2C)cc1OC (configuration not stated) shows 2%
For AMA1-RON2 inh, O=C(NCCCN1CCCC1=O)c1ccc2c(=O)n(-c3ccccc3F)c(=S)[nH]c2c1 shows 2%
For AMA1-RON2 inh, CCCN1CCN(C(=O)C2CCN(S(=O)(=O)c3c(C)noc3/C=C/c3ccc(C)cc3)CC2)CC1 shows -3%

Screening results as filed in PubChem BioAssay.
